PKA-R1A act = activates the PKA-R1A holoenzyme complex | P00514+P68181 | PKA-R1A dissociation, Cy5-IP20 fluorescence polarization; scaled: DMSO 0%, 113 µM cGMP 100% | activation, % at 11.4 µM | hit rate 0.083% among 340,000 | AID 504707;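 active = percent activation above the mean of all tested compounds plus 3 SD, cut at about 19% in these data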;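 also: higher means more PKAc released from R1A so a rise in polarization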
phage Ecoli inh = E. coli growth loss with phage present | hit rate 0.26% among 360,000 | growth absorbance | AID 651602 | inhibition, % at 11.9 µM; in the data active = inhibition above about 11%
MOR-DOR ag = OPRM1-OPRD1 heterodimerization agonism. hit rate 0.3% among 340,000. activation, % at 9.3 µM. cells, luminescence. AID 504326. P35372+P41143; in the data active = activation above about 18%;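 also: 0% = vehicle-treated cells and 100% = reference agonist; values of inactives mirror those of a sister screen read the other way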
HTR5A inv ag = HTR5A inverse agonism, opioid heterodimer counter-screen; P47898; HTR5A cell line, luminescence; inhibition, % at 9.3 µM; hit rate 0.083% among 340,000; AID 504634; in the data active = inhibition mostly above about 23%, no sharp cut-off; inactive = mostly below about 18%;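 also: 0% = cells with DMSO and 100% = no-cell wells with DMSO; some compounds called inactive have numbers as strong as hits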
Target sequence (P47898 whole entry, looked up): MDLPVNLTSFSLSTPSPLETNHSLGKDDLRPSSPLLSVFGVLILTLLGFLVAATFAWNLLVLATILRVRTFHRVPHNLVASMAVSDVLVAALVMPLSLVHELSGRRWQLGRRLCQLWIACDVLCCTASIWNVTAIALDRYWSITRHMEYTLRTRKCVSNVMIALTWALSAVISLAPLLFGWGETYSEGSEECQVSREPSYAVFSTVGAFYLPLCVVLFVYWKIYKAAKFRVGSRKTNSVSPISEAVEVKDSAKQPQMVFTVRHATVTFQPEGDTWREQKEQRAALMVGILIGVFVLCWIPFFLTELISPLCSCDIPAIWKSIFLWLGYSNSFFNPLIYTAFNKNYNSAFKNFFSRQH
PfHsp90 set2 = reduces growth (ATP signal) of yeast expressing P. falciparum Hsp90; AID 504621; S. cerevisiae expressing PfHsp90, BacTiter-Glo ATP, 48 h; yeast lacking PDR1 and PDR3 efflux regulators; hit rate 0.32% among 310,000; inhibition, % at 9.4 µM;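 active = every replicate shows inhibition above about 80%, whatever the replicate mean, limit read from the data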;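 also: 0% = DMSO neutral controls and 100% = 20 µM radicicol positive controls; yeast relying on Plasmodium falciparum Hsp90 in place of its own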
AddAB inh = less growth of phage-infected E. coli with AddAB. E. coli expressing H. pylori AddAB, absorbance growth. inhibition, % at 11.9 µM. hit rate 0.29% among 330,000. AID 435030; in the data active = inhibition above about 12%;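 also: 0% = vehicle wells of infected cells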
PKA-R2B activ = PKA-R2B complex activation; P22694+P31323; PKA-R2B holoenzyme dissociation, Cy5-IP20 fluorescence polarization; R2B truncated from residue 108, S112A mutant; 0% DMSO only, 100% 113 µM cGMP; activation, % at 11.4 µM; hit rate 0.079% among 340,000; AID 504700;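 active = activation above a cutoff set at the mean over all compounds plus 3 SD, cut at about 18% in these data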;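 also: higher means more holoenzyme dissociation and a rise in polarization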
Target sequence (P31323 whole entry, looked up, other chains not shown, the tested form may be a part): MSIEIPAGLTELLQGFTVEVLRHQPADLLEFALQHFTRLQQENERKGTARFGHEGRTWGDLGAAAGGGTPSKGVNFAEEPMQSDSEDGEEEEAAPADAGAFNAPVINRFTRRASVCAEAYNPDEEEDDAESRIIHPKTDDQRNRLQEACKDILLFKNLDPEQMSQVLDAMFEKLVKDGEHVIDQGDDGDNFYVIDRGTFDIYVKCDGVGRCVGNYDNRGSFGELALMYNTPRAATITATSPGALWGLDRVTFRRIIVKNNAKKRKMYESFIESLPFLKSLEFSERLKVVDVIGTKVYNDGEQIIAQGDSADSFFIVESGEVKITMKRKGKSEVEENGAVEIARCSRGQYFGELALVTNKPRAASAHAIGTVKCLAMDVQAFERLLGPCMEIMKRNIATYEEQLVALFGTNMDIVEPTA
Tat export inh = E. coli Tat transport inhibition. E. coli MC4100 TorA-mCherry Tat export, fluorescence. inhibition, % at 10 µM. hit rate 0.036% among 340,000. AID 488895;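 active = mean replicate inhibition at least 50% and at least half of replicates individually reaching 50%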;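 also: exported cargo escapes ClpAP degradation while cytoplasmic cargo is degraded and loses fluorescence; 0% = median of neutral control wells and 100% = median of NaSCN control wells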
OPRM1-OPRD1 inv = inverse agonists of human mu-delta opioid receptor heterodimerization. inhibition, % at 9.3 µM. P35372+P41143. hit rate 0.21% among 340,000. AID 504357. cell-based MOR-DOR heterodimer luminescence, inverse agonism; in the data active = inhibition above about 22%, passing the limit was not always enough;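 also: 0% = cells with DMSO and 100% = wells without cells with DMSO; values of inactives mirror those of a sister screen read the other way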
Ecoli viability = reduces bacterial viability in AddAB counter-screen; E. coli V3065 growth, OD600 absorbance, 18 h; inhibition, % at 11.9 µM; hit rate 0.27% among 330,000;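 active = inhibition above the campaign's mean inhibition across all tested compounds plus 3 SD, cut at about 9.9% in these data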;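 also: uninfected addAB+ strain grown without phage in ampicillin broth; 0% = DMSO wells and 100% = ciprofloxacin 0.95 µg/ml wells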
Mot1-301 SUMO = inhibitors of SUMOylation pathway: yeast Mot1-301 growth rescue; hit rate 1% among 320,000; S. cerevisiae Mot1-301 growth rescue, ATP luminescence, 38.5C; percent above DMSO median, 100 means doubled; growth rescue, % at 18.8 µM;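 active = every valid replicate shows activation above 250% relative to neutral control wells; inactive = the rest, any valid replicate at or below 250%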;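 also: OY570 slx delta 5 strain wells were the positive control but not used for scaling; some compounds called inactive have numbers as strong as hits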
Numbers without * were called inactive; i = inactive; . = no result given.

cpd	compound	Tat export inh	HTR5A inv ag	PKA-R2B activ	MOR-DOR ag	PfHsp90 set2	PKA-R1A act	phage Ecoli inh	AddAB inh	Mot1-301 SUMO	OPRM1-OPRD1 inv	Ecoli viability
1	Cc1nnc(SCC(=O)NCCN2C(=O)CSC2=O)n1-c1ccccc1	-2	-3	-8	-3.6	.	0	1.6	5.2	645	17	-3.7
2	C[C@H](CO)N1C[C@H](C)[C@@H](CN(C)C(=O)Nc2ccc(C(F)(F)F)cc2)Oc2c(NS(=O)(=O)c3ccc(F)cc3)cccc2C1=O	12	7	3	-0.9	-16	2	0.9	0.7	.	4	-3.6
3	Cn1c(=O)[nH]c(=O)c2c1nc([N+](=O)[O-])n2Cc1ccccc1	15	18	1	8.9	-4	-3	0.9	3.7	24	-47	-1.1
4	O=C(O)c1cc(-c2ccc(/C=C3/SC(=S)N(Cc4ccccc4)C3=O)o2)ccc1Cl	27	-6	6	-2.3	-18	1	9.0	.	.	11	.
5	COc1ccc2cc(CCNS(=O)(=O)c3ccc(NC(C)=O)cc3)c(=O)[nH]c2c1	0	1	-2	-3.3	-7	-12	3.5	1.7	-9	18	-0.8
6	Cc1ccc(NC(=O)COC(=O)CCOc2ccccc2C)cc1	-7	0	-11	-0.3	-14	-6	3.7	-1.2	15	2	1.5
7	O=C(COC(=O)/C=C/c1ccc(F)cc1)Nc1cccc(S(=O)(=O)N2CCCC2)c1	3	1	-4	-0.3	4	-5	2.3	0.6	-3	2	1.0
8	COc1ccc(NC(=O)CN(C)C(=O)CCCc2nc3ccccc3s2)cc1	5	-5	-7	-0.5	.	-21	3.3	1.3	5	3	2.1
9	CCCc1ccc(-c2cc(C(=O)NN3CCOCC3)c3ccccc3n2)cc1	4	-6	3	0.8	-1	-5	0.5	-1.4	10	-4	-0.7
10	Cc1cccc(C(=O)O/N=C2/CC3CCC2(C)C3(C)C)c1 (stereo not drawn)	8	-3	-3	6.8	22	9	0.1	-2.3	27	-39	-0.9
11	CCCCN(CC)CCNC(=O)CNC(=O)Cn1ccc2ccccc2c1=O	-8	-9	-6	-2.6	7	2	2.2	3.0	3	14	2.3
12	CCC(NC(=O)c1ccc([N+](=O)[O-])cc1[N+](=O)[O-])c1ccccc1 (stereo not drawn)	-18	10	2	6.2	-4	-2	3.4	0.9	13	-38	0.3
13	O=c1nc(/C=C/c2cc([N+](=O)[O-])ccc2Cl)cc(C(F)(F)F)[nH]1	14	-15	-18	-1.0	.	-14	-0.3	0.4	11	5	-1.6
14	Cc1ccc(CNS(=O)(=O)c2ccc3c(c2)NC(=O)CS3)cc1	-4	-9	-7	-2.0	1	3	3.3	2.7	5	11	2.0
15	CC(=O)NCCOc1cccc2ccccc12	0	-1	0	-2.0	-3	1	0.7	0.4	8	11	-0.2
16	COc1cc(N)c2ncccc2c1Br	-3	-5	-12	2.3	-9	-4	4.9	.	.	-11	.
17	Cn1nc(C(=O)NC2CCCC2)c2ccccc2c1=O	-3	-2	-4	-1.5	-1	-8	-0.1	0.8	.	6	-1.0
18	Cc1ccc(C(=O)NCC(=O)OCC(=O)Nc2ccccc2[N+](=O)[O-])cc1	0	7	-8	0.3	8	10	2.3	1.3	-16	-3	-1.5
19	CCc1nc2cccnc2n1-c1ccc(CC(=O)O)cc1	-2	5	-11	-1.6	0	-3	0.0	-2.1	-13	8	-1.1
20	O=C(OC(C(=O)Nc1ccc(Cl)c(C(F)(F)F)c1)c1ccccc1)C1=COCCO1 (stereo not drawn)	9	17	-27	5.9	-10	-9	0.8	3.3	2	-34	-0.3
21	O=C(NC(=S)NC1CCS(=O)(=O)C1)c1ccccc1 (stereo not drawn)	-12	0	7	-4.2	-1	8	2.6	1.8	-15	22	1.8
22	N#C/C(=C1\CCCN1)c1nc(-c2ccccc2)cs1	0	-5	5	0.0	.	-4	-1.6	-0.2	i	0	0.6
23	CN1C(=O)CC(C(=O)O)SC1=Nc1ccc(F)cc1 (stereo not drawn)	17	14	-2	1.2	.	-5	0.0	2.6	-3	-7	-1.8
24	CC(=O)Nc1sc(/C(C#N)=C/c2ccc(Cl)c(Cl)c2)nc1-c1ccc(C)cc1	-9	6	9	0.0	-6	3	3.8	.	.	0	.
25	CN(C)Cc1nnnn1-c1ccccc1	0	-15	-4	0.4	-3	1	3.7	0.9	-10	-2	-0.8
26	CCn1c(SCC(=O)NCC2CCCO2)nnc1-c1ccc(S(=O)(=O)N2CCN(C)CC2)cc1 (stereo not drawn)	1	-7	1	-1.6	29	-9	-1.7	1.3	.	8	1.3
27	COc1ccc(C2=NN(C(=O)c3cccc([N+](=O)[O-])c3)C(c3cccc([N+](=O)[O-])c3)C2)cc1 (stereo not drawn)	2	-17	3	-0.7	19	9	2.1	1.3	9	3	1.3
28	O=S(=O)(NCc1ccco1)c1ccc(Cl)cc1Cl	-1	-17	-10	-0.7	3	2	0.1	4.4	80	5	-0.4
29	CCOC(=O)c1cc(S(=O)(=O)NC2CCC(C)CC2)cn1C (stereo not drawn)	4	9	0	-0.6	12	-5	-0.9	2.1	23	3	-2.2
30	Cc1ccc2c(c1)N(S(=O)(=O)c1cc(-c3onc(C)c3C)ccc1C)CCO2	-8	9	-9	0.2	-11	-15	0.6	1.7	-6	-1	-0.4
31	Cc1nnc(SCC(=O)c2c(N)n(C3CC3)c(=O)[nH]c2=O)n1C	3	3	-16	-0.5	17	-10	1.9	-2.4	9	3	-1.1
32	CC(C)n1cc(CN2CCC(C(=O)Nc3cccc(-c4cscn4)c3)CC2)cn1	-6	22	-9	-3.6	11	-4	1.9	3.1	.	19	-0.2
33	Cc1ccc(C)c(N2CCN(C(=O)CCC(=O)Nc3nnc(CC(C)C)s3)CC2)c1	-1	-4	-1	-3.1	-18	6	1.8	2.3	11	16	1.9
34	O=C(N/N=C/c1cccc(O)c1)c1ccc(-n2cnnn2)cc1	7	7	3	-0.7	.	3	2.2	.	.	4	.
35	Cc1cc(NC(=O)CSc2nc3ccccc3c(=O)n2CCCC(=O)NCc2ccccc2)n[nH]1	-6	3	-4	-1.7	.	-4	1.9	3.9	-28	8	-1.2
36	Cc1ccc(OCC(=O)N(Cc2cccc(Cl)c2)C2CCS(=O)(=O)C2)cc1C (stereo not drawn)	5	0	1	-3.2	-3	-1	-2.0	1.6	17	16	-0.9
37	O=C(COC(=O)c1ccccc1C(=O)N1CCN(c2ccccc2)CC1)Nc1ccccc1	4	-31	-3	3.3	.	-4	1.4	1.9	3	-17	2.1
38	CCCC(=O)N(CCc1ccccc1)Cc1nc2ccccc2c(=O)[nH]1	3	2	9	-1.4	-4	2	1.9	1.2	.	8	1.4
39	CCN(CC(=O)NCc1ccc(F)cc1)C(=O)/C=C/c1ccc(OC)c(S(=O)(=O)NC(C)C)c1	-3	-9	-4	-0.5	-2	0	1.8	2.3	10	3	-0.4
40	COc1cc(OC)c(NC(=O)Cn2cnc3sc(C)c(S(=O)(=O)N4CCOCC4)c3c2=O)cc1Cl	0	2	-6	0.1	2	-6	2.5	-2.2	-8	-1	-3.5
41	COc1ccc(C(=O)NC(CC(=O)O)c2cc([N+](=O)[O-])ccc2Cl)c(SC)c1 (stereo not drawn)	11	2	-14	-3.9	-10	0	3.5	-1.0	18	20	1.8
42	C=CCNc1nc(N(c2ccccc2)c2ccccc2)nc(-n2ccnc2)n1	-11	3	-2	3.6	2	5	3.1	3.6	-4	-17	-1.9
43	CC(C)CN(C(=O)c1ccc2c(c1)OCO2)C1CCS(=O)(=O)C1 (stereo not drawn)	-14	5	-1	-2.2	-4	9	1.1	-1.3	-7	12	0.1
44	CCOCCCNC(=O)C(c1ccc(C)cc1)N(Cc1ccc2c(c1)OCO2)C(=O)c1cnccn1 (stereo not drawn)	-2	-31	-10	-1.5	25	1	0.3	-0.6	2	8	0.6
45	Cc1ccccc1Oc1nc2c(C)cccn2c(=O)c1/C=C(\C#N)C(=O)NC1CCS(=O)(=O)C1 (stereo not drawn)	-4	-19	-9	0.3	6	-2	2.9	-0.1	1	-1	-2.2
46	CCOC(=O)C(CC)Sc1nnc2n1C(C)(C)Cc1ccccc1-2 (stereo not drawn)	3	13	4	-2.7	5	-12	2.3	4.7	4	13	-1.8
47	CC(C)C(OC(=O)c1ccco1)C(=O)NCc1cccs1 (stereo not drawn)	5	-33	-12	-1.5	.	3	1.7	2.0	-28	8	-1.6
48	O=c1[nH]c2ccc(NCc3ccc(OCc4ccccc4Cl)cc3)cc2[nH]1	-1	5	4	2.6	-20	-4	1.5	.	-11	-12	.
49	N#Cc1c(-c2ccc(Cl)cc2)c2c([nH]c1=O)-c1ccccc1OC2	-10	10	3	-3.9	6	-11	0.7	1.9	-4	19	2.4
50	O=c1c(Cc2ccc(F)cc2)c(O)ccn1CCCn1ccnc1	-7	10	-5	-0.8	-8	-6	1.7	2.4	-12	4	1.3
51	COc1ccc2nc(NC(=O)CNS(=O)(=O)c3cccs3)sc2c1	1	-9	1	-4.1	7	-4	3.4	2.4	0	19	-1.6
52	CCOc1ccccc1NC(=O)c1nnn(-c2ccc3c(c2)OCCO3)c1N	9	-12	1	4.7	12	-17	2.5	1.6	-4	-25	-2.0

Screening data as filed in PubChem.
